Source: PubChem (several laboratories)
TRPN1 ag – zebrafish TRPN1 channel agonists, primary screen, cell-based, HEK293, calcium fluorescence. activation, % at 3 µM. transient receptor potential cation channel N1 (TRPN1/NompC), Danio rerio. 220,000 compounds, 0.18% hits. HEK293 zebrafish TRPN1-YFP, Fluo-8 calcium fluorescence; 100% = response to 87 µM carbachol. AID 1424, 2008;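 active means activation above its plate's cutoff, the mean activation of test wells on that plate plus 3 SD, cut at about 19% in these data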;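 further: 0% = DMSO alone and 100% = 87 µM carbachol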
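System: zebrafish TRPN1-YFP in HEK293 cells / Dosing: 3 µM single point / Timing: dye loading 1 h at 37 °C, then 30 min room temperature / Signal: Fluo-8 calcium fluorescence, excitation 470-495 nm, emission 515-575 nm / Read-out basis: percent activation from peak over basal fluorescence ratio, control-normalized / Control set: high carbachol 87 µM, low DMSO alone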
KCC2 mod – KCC2 cotransporter modulators, thallium flux, primary screen, cell-based, HEK293 KCC2, FluoZin-2 fluorescence, MLSMR; 190,000 compounds, 2.2% hits; Solute carrier family 12 member 5 (Homo sapiens), Q9H2X9; KCC2 cells, thallium flux FluoZin-2 fluorescence; B-score of Tl+ flux slope (higher = more flux/activation; lower = inhibition) at 10 µM;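 active means thallium flux slope and its plate-corrected score both differing from the plate sample mean at a set confidence after two filtering rounds, in either direction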;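 further: slope of fluorescence scaled to starting intensity during 10 to 20 s after thallium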
Target sequence (Q9H2X9 whole entry, looked up): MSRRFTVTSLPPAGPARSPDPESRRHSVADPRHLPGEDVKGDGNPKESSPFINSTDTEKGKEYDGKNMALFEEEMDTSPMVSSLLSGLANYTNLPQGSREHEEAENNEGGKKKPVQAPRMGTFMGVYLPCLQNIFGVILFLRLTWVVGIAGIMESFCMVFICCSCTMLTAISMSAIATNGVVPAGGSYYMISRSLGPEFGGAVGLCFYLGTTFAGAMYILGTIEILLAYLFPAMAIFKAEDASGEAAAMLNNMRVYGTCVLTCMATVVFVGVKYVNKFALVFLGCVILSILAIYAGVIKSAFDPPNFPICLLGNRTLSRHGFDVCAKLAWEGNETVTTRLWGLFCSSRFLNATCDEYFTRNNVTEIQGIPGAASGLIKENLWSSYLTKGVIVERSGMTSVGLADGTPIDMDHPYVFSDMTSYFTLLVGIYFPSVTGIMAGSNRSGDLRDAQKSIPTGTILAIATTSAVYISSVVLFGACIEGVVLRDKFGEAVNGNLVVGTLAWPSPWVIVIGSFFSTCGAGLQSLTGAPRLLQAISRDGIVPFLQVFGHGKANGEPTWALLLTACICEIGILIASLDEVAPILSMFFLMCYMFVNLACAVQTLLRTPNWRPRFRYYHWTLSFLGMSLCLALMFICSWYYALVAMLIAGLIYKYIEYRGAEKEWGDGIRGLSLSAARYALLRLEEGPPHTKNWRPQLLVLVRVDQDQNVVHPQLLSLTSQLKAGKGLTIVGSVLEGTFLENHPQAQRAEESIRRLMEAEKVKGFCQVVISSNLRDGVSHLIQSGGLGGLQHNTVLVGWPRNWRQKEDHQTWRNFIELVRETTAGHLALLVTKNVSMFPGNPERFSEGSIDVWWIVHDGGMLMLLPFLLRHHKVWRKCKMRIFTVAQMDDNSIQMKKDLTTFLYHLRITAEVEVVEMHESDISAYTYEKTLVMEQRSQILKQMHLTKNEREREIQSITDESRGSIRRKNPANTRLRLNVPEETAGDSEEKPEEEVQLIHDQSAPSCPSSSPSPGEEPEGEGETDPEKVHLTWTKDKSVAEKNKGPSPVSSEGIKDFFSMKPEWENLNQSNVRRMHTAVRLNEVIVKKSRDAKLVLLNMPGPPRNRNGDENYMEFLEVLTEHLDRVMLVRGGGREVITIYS
Thrombin inh – human alpha-thrombin inhibitors, primary screen, counter-screen for coagulation protease inhibitor project, biochemical, 1536-well, fluorogenic AMC substrate; inhibition, % at 5 µM; Prothrombin (Homo sapiens), P00734; Boc-VPR-AMC fluorogenic substrate cleavage; 220,000 compounds, 0.26% hits;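 active means inhibition at or above 40%; inactive means inhibition below 40%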;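 further: 0% = enzyme with no compound and 100% = wells without enzyme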
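Material: human alpha-thrombin protein. Incubation: reaction at ambient temperature. Technique: fluorescence of released AMC, ex 355 nm, em 460 nm. Control set: no-compound enzyme wells and no-enzyme blanks. Also added: Boc-VPR-AMC substrate, 15 µM final. Buffer or medium: pH 7.5 Tris (50 mM) with NaCl 150 mM, Tween 20 0.05%.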
PPC-1+TRAIL kill – compounds killing PPC-1 cancer cells with TRAIL present, primary screen, TRAIL potentiator project, ATPLite luminescence, uHTS; PPC-1 cells + TRAIL, ATPLite viability luminescence; cell killing (% activity), % at 4 µM; 220,000 compounds, 0.41% hits;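 active means cell killing above 50% in the first pass at 4 µM, then a duplicate retest at 5 µM averaging 50% or more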;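 further: plate controls were cells with TRAIL plus DMSO for no effect and medium-only wells lacking cells for full effect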
EBV gp42 inh – Epstein-Barr virus gp42 inhibitors, primary screen, biochemical, uHTS, fluorescence polarization | Glycoprotein 42 (Epstein-Barr virus (strain AG876)), Q1HVG2 | Fluorescence polarization binding assay, mP read-out | inhibition, % (tested at 21.74 µM) | 220,000 compounds, 0.42% hits | AID 1085, 2008; in the data active means inhibition above about 50%
Furin inhibitor – human furin inhibitors, primary screen, biochemical, fluorescence intensity | P09958 | inhibition, % at 30 µM | 220,000 compounds, 0.061% hits | purified furin, fluorogenic substrate cleavage; in the data active means inhibition above about 25%; further: inactives centre near -15
TRPML3 ag – human TRPML3 channel agonists, primary screen, cell-based, HEK293 TRPML3-YFP, Fluo-8 calcium fluorescence, 3 µM; AID 1448, 2008; activation, % at 3 µM; 100% = the carbachol control signal; Mucolipin-3 (Homo sapiens), Q8TDD5; 220,000 compounds, 0.29% hits;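 active means activation above its plate's cutoff, the mean activation of the plate's test wells plus 3 SD, cut at about 12% in these data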;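 further: 0% = DMSO only wells and 100% = carbachol wells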
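Test system: HEK293 cells stably carrying human TRPML3-YFP; Doses: single dose, 3 µM final nominal compound, 0.3% DMSO final; Schedule: dye loading 1 h 37 °C then 30 min ambient, 125 s read; Technique: Fluo-8 calcium fluorescence; Benchmarks: high control carbachol 87 µM, low control DMSO.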
TbHK1 inh – Trypanosoma brucei hexokinase 1 inhibitors, primary screen, biochemical, G6PDH-coupled NADH absorbance, MLSCN library. 220,000 compounds, 0.11% hits. AID 1430, 2008. hexokinase 1 [Trypanosoma brucei]. recombinant TbHK1, G6PDH-coupled NADH A340. inhibition, % at 10 µM;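 active means inhibition of 50% or more in the single-dose primary screen; inactive means inhibition below 50%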
m-calpain inh – inhibitors of pig calpain II, primary screen, biochemical, fluorogenic peptide substrate, 1536-well; 220,000 compounds, 0.37% hits; inhibition, % at 16 µM; purified calpain II, 30 min;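 active means inhibition above about 50%, limit read from the data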
Active calls of the source: *; / = not tested or not shown; [ ] = dose if it differs, or a comment.

SMILES	TRPN1 ag	KCC2 mod	Thrombin inh	PPC-1+TRAIL kill	EBV gp42 inh	Furin inhibitor	TRPML3 ag	TbHK1 inh	m-calpain inh
Cc1ccccc1Cn1nc(C)c(NC(=O)c2noc3c2CCc2ccccc2-3)c1C	-0.8	-3.8*	-10	22	12	-16	-0.1	1	27
CC(=O)NCc1ccc(C(=O)CCl)cc1	1.7	1.5	-6	19	8	-20	1.1	-1	4
CCCCN(C)C(=O)Cn1cnc2sc(C)cc2c1=O	-1.0	0.031	-1	11	-17	-19	-0.2	6	-2
CCN(CC(=O)Nc1ccccc1OC)CC(=O)Nc1ccccc1C(F)(F)F	0.8	-0.13	-2	-1	-6	-22	-0.4	-9	24
CC1(C)C(c2ccccn2)=[N+]([O-])C(C)(C)N1O	0.6	0.58	-3	10	1	-29	0.2	5	-16
CN(C)S(=O)(=O)c1ccc(C(=O)NCCOc2ccc(F)cc2)cc1	0.8	-0.72	-5	10	-17	-8[20 µM]	1.0	-1	9
CCc1nn2c(=O)cc(N3CCN(c4cc(C)nc5ccccc45)CC3)nc2s1	1.4	0.074	0	13	-16	-3[20 µM]	0.7	-4	-16
CC(=O)C1=C(O)C(=O)N(CCCO)C1c1ccccc1 (centres undefined)	-0.1	/	1	21	-21	-21[20 µM]	0.5	-29	-25
O=C(CSc1nc2ccccc2c(=O)[nH]1)N1CCN(S(=O)(=O)c2ccccc2)CC1	0.4	0.51	2	1	-17	-5[20 µM]	1.1	-2	11
O=C(N=Nc1c(O)[nH]c2ccccc12)c1cc(NS(=O)(=O)c2cccs2)cc(NS(=O)(=O)c2cccs2)c1	1.0	-0.021	-3	1	16	-7	0.2	0	-43
CN(CC(=O)N1CCN(c2ccccn2)CC1)S(=O)(=O)c1ccc(Br)cc1	2.0	0.41	-5	-14	-13	-22[20 µM]	0.6	-1	-10
Clc1ccc2nc(-c3ccc(Br)s3)cn2c1	-0.2	-0.49	0	40	-1	-13[20 µM]	0.4	-10	-27
CCN(CC)CCCN=C(C)C1=C(O)c2ccccc2C1=O	0.9	-1.3	-4	20	-17	-13	0.8	-33	12
Fc1ccc(CCNC(=S)Nc2ccc(F)c(Cl)c2)cc1	12	-2.8	-6	3	11	-10	7.5	10	-8
O=C(Nc1cccnc1)c1ccccc1O	0.2	-0.12	16	15	2	-16[20 µM]	0.9	-24	7
Cc1ccc(S(=O)(=O)NCCC(=O)NCc2ccccc2)cc1	-0.1	/	3	24	-10	-9	-0.1	9	7
COc1ccc(C(=O)Cn2nnc(-c3ccccc3NC(=O)C3CC3)n2)cc1	0.1	-0.1	3	-6	-8	-26	0.4	6	17
O=C(NCc1ccccc1)C1(c2ccccc2)CCN(S(=O)(=O)c2ccccc2)CC1	-0.8	/	-7	9	5	-18[20 µM]	-0.2	-2	-6
COCc1cc(C)nc(SCC[N+](C)(C)CC(=O)c2ccccc2)c1C#N	-1.0	0.47	1	/	-1	-22	0.6	5	6
O=C1NC(=Nc2ccc(O)cc2)S/C1=C/c1ccco1	-0.5	/	0	1	-2	-10	-0.3	-9	-28
Cc1cc(C)cc(NC(=O)N2c3ccccc3NC(=O)CC2C)c1 (centres undefined)	1.1	-0.81	-6	12	-13	-12	-0.1	-4	9
CCCCOc1ccc(C(=O)N2CCCC2)cc1	-1.3	-0.0033	0	31	-18	-7[20 µM]	-1.0	-2	-5
O=C(CSc1ncnc2sc3c(c12)CCCC3)c1ccccc1	0.5	2.8	-5	15	4	-10[20 µM]	1.2	3	27
N/C(=N\OC(=O)N1c2ccccc2Sc2ccccc21)c1ccccc1	-1.5	-1.2	6	12	7	-10	-0.7	12	22
O=C1CC(Nc2ccccc2)C(=O)N1CCc1ccccc1 (centres undefined)	-0.3	0.46	2	-8	-5	-9[20 µM]	0.9	0	24
Cc1cccc(NC(=O)C(C)N2C(=O)C3C4CC(C(Br)C4Br)C3C2=O)c1 (centres undefined)	9.4	0.52	-1	-4	-13	-9[20 µM]	4.3	-3	24
O=C(CN1C(=O)C2CC=C(Cl)CC2C1=O)N1CCOCC1 (centres undefined)	-0.9	-0.32	1	-9	-16	-37[20 µM]	0.6	10	-2
Cc1ccc(S(=O)(=O)N2CCCCC2)cc1NC(=O)COC(=O)C1=COCCO1	0.3	0.35	-15	10	2	-14	1.6	-4	-22
CC(C)(C)C(=O)Oc1cc(N)n(S(=O)(=O)c2ccccc2)n1	-0.2	0.12	-2	9	1	-17	0.1	-3	12
O=S(=O)(Nc1ccc(-c2nnc(SCc3ccc(Cl)cc3)o2)cc1)c1ccccc1	1.4	0.68	-6	10	25	3	0.0	6	-1
CCN1C(=O)/C(=C2\SC(=S)N(NC(=O)c3ccccc3O)C2=O)c2ccccc21	-0.1	-3	-5	19	13	-3	0.5	-17	34
O=C(O)C(=O)/C(=C\c1ccc([N+](=O)[O-])cc1)c1ccc2ccccc2n1	-0.4	1.3	3	11	-7	-19	-1.5	-5	-3
CSc1cc(-c2ccc(Cl)cc2)c(C(=O)N2CCCC2)s1	-1.2	/	5	-7	-16	-7[20 µM]	-0.5	2	12
CCOC(=O)c1c(C)n(OC)c2ccc3c(no[n+]3[O-])c12	-0.2	-2.6	4	-12	-6	-11[20 µM]	1.5	-4	-6
CCN(CCCCCCN)c1ccc2c(=O)[nH][nH]c(=O)c2c1	0.5	0.37	-1	-19	-5	-18	0.6	-10	-68
COc1ccc(CSCC(=O)NN=C2CCN(C)CC2)cc1	-0.7	-0.26	-5	6	-1	-31	1.0	-5	-23
Cc1cc(Cl)c(S(=O)(=O)N2CCN(c3ccccc3)CC2)cc1OCC(N)=O	3.8	-0.32	-4	9	-11	-24[20 µM]	3.0	3	-23
Nc1cc2c(cc1C(=O)c1ccccc1)OCCO2	-0.6	-0.58	4	7	2	-11[20 µM]	-0.1	-3	-5
O=[N+]([O-])c1ccc2c(c1)C(N1CCOCC1)/C(=C/COc1ccc3ccccc3c1Br)O2 (centres undefined)	0.3	/	-4	-8	-22	-9[20 µM]	0.5	-11	-15
Cc1ccc(NC(=O)COC(=O)CCc2c[nH]c3ccccc23)cc1[N+](=O)[O-]	-0.3	-0.073	-4	18	3	-8	-0.2	-3	31
CC1(C)CC(=O)C2=C(C1)OC(N)=C([N+](=O)[O-])C2c1ccc(C#N)s1 (centres undefined)	-0.1	0.29	-2	10	12	-1	0.7	-11	19
Cc1cc([N+](=O)[O-])nn1Cn1nc([N+](=O)[O-])cc1C	2.1	-0.7	-5	8	-15	-19	0.6	3	-2
O=c1c(-n2cncn2)c[nH]n1-c1cccc(Cl)n1	0.7	-0.24	-1	19	-12	-12	0.3	8	19
CCn1c(SCc2cc(=O)[nH]c3ccccc23)nc2c1c(=O)n(C)c(=O)n2C	2.1	0.28	/	/	/	-18[20 µM]	-0.1	-8	/
Cc1[nH]nc2c1C(c1cccc(O)c1)C1=C(CC(C)(C)CC1=O)N2 (centres undefined)	-0.1	0.12	0	4	-8	-16	0.3	-35	-403
O=C(Nc1ccc(S(=O)(=O)N2CCCCC2)cc1)C1CCCN(C(=O)c2ccc(Cl)cc2)C1 (centres undefined)	-0.5	-0.37	-4	2	-21	-17	0.3	5	-27
CCCCN(CC)CCNC(=O)c1nn(-c2ccc(OC)cc2)c(=O)c2c1c1ccccc1n2C	-0.8	-1.3	-4	-4	-6	-21	1.5	-8	-30
COc1ccc(-c2[nH]c(-c3ccccc3)nc2SCC(=O)Nc2nccs2)cc1	-0.9	-1.1	-2	28	-11	1	-0.7	-11	-2
COc1ccc2c(C)cc(SCC(=O)Nc3cc(C(N)=O)cc(C(N)=O)c3)nc2c1	-0.3	1.2	-13	7	4	-11	0.6	-2	4
Cc1nn(CC(=O)Nc2ccc(Cl)c(S(=O)(=O)N(C)C)c2)c(C)c1[N+](=O)[O-]	2.8	-0.83	-10	6	-2	-7	1.3	4	22

The listing continues:
SMILES	TRPN1 ag	KCC2 mod	Thrombin inh	PPC-1+TRAIL kill	EBV gp42 inh	Furin inhibitor	TRPML3 ag	TbHK1 inh	m-calpain inh
CCOC(=O)/C(C(=O)Nc1ccc(Cl)cc1Cl)=C1/NC(C)(C)Cc2ccccc21	-2.3	0.34	-2	-17	-1	-3	0.3	16	0
CC1(C)CC(=O)N(CC(=O)NC2CCCC2)c2ccccc2S1(=O)=O	1.0	/	2	-6	13	-34	0.4	-16	-36
CCN(Cc1ccccc1)C(=O)CS(=O)(=O)c1ccccc1	-0.1	-0.34	7	22	-8	-12	0.3	-2	4
O=C(CSc1nnnn1C1CCCCC1)NCCc1ccccc1	-2.3	-2.7	-9	6	-21	-19	0.5	-1	-10
Cc1ccc(NS(=O)(=O)c2ccc(Br)s2)nc1	0.7	0.057	-4	12	7	-12	0.1	2	22
O=C(O)/C=C/C(=O)NCc1ccccc1	-0.7	1.5	-5	14	8	-24	0.2	-3	-4
CC(=O)c1cccc(N(CC(=O)Nc2cc(C)cc(C)c2)S(C)(=O)=O)c1	-0.3	-0.65	-10	-3	3	-9	0.0	4	-19
Cc1ccn2cc(CNS(=O)(=O)c3cccs3)nc2c1	-0.8	-0.089	1	-14	-9	-14	0.3	-8	-10
CC(=O)Nc1ccc(-c2cc(NC(C)=O)n(-c3ccccc3)n2)cc1	0.9	0.28	-2	10	-8	-5	0.8	4	21
Fc1ccc(CSc2nc3ncc(Br)cc3[nH]2)cc1	0.4	-0.37	-9	4	-21	-18[20 µM]	-0.3	-15	-62
CC(C)CC(=O)NC(=S)NNC(=O)c1ccc([N+](=O)[O-])cc1	0.4	2.5	-5	15	-13	-22	0.8	-12	-9
O=C(Nc1ccc(N2CCOCC2)cc1)c1cc2c(s1)CCCC2	0.9	-0.91	-2	-18	-13	-21	0.4	-6	-18
